EBV LMP1 NFkB: Epstein-Barr LMP1 NF-kappaB reporter inhibition; LMP1-induced NF-kappaB luciferase reporter cells, luminescence; inhibition, % at 12.5 µM; 350,000 compounds, 0.69% hits; in the data active means inhibition above about 41%;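 further: 0% = neutral control wells and 100% = reference inhibitor control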
NCOA3 inh: human NCOA3 inhibition; Q9Y6Q9; HEK293 GAL4-SRC3 luciferase reporter, luminescence; inhibition, % at 3.6 µM; 360,000 compounds, 0.17% hits; AID 588352;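 active means inhibition above a per-campaign cutoff, the mean of all compounds plus 3 SD, cut at about 60% in these data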;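 further: 0% = DMSO-treated cells and 100% = gossypol-treated cells at 36 µM; higher means less SRC3-driven luciferase light from the GAL4 reporter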
NR5A2 inv ag: inverse agonists of human LRH-1 (NR5A2). O00482. HEK293T StAR-luciferase reporter, LRH-1 transfected, 24 h. inhibition, % at 3.6 µM. 360,000 compounds, 0.13% hits. AID 602396;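 active means inhibition above the mean inhibition of all tested compounds plus 3 SD, cut at about 73% in these data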;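 further: 0% = DMSO wells and 100% = reporter-only cells lacking LRH-1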
MC4R antag cAMP: antagonists of human melanocortin 4 receptor (MC4R) | P32245 | MC4R-expressing cells, MTII-stimulated cAMP, LANCE TR-FRET | inhibition, % at 6.5 µM | 360,000 compounds, 0.48% hits | AID 540295;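 active means inhibition above its plate's cutoff, the mean of tested wells on that plate plus 3 SD, cut at about 29% in these data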;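 further: 0% = Melanotan II alone and 100% = Melanotan II plus saturating MCL0020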
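Assay system: U2OS cells stably expressing human melanocortin 4 receptor (MC4R) / Dosing: 6.5 µM / Timing: compound 30 min, challenge 1 h, detection 1 h / Measured by: Eu-cAMP/anti-cAMP TR-FRET, emission 671 nm / Replicates: singlicate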
MC4R ag barr: activates human MC4R beta-arrestin recruitment | P32245 | 360,000 compounds, 0.98% hits | activation, % at 8.9 µM | U2OS MC4R beta-arrestin complementation, luminescence; percent of melanotan II response, DMSO zero;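 active means activation above a per-plate cutoff, the mean activation of sample wells on that plate plus 3 SD, cut at about 8% in these data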
NOD2-RIPK2 inh: blocks binding of human NOD2 to RIPK2. O43353. CHO BLA complementation NOD2-RIPK2, CCF4 ratio. inhibition, % at 4.98 µM. 360,000 compounds, 0.38% hits. AID 624267; in the data active means inhibition above about 21%;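 further: 0% = vehicle only and 100% = reference blocker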
COUP-TFII inh: blocks human COUP-TFII nuclear receptor; P24468; inhibition, % at 8.6 µM; 370,000 compounds, 0.7% hits; HEK293T NGFI-A luciferase reporter, luminescence;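 active means inhibition above a per-plate cutoff, mean inhibition of test wells between control levels plus 3 SD, cut at about 38% in these data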;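 further: cells cotransfected with COUP-TFII expression vector driving the NGFI-A reporter; 0% = median of COUP-TF2 test wells and 100% = reporter-only cells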
NCOA2 inhibitor: human SRC2 (NCOA2) inhibition | Q15596 | HEK293 GAL4-SRC2 luciferase reporter, luminescence | inhibition, % at 9 µM | 370,000 compounds, 0.17% hits;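 active means inhibition above the mean inhibition of all tested compounds plus 3 SD, set per campaign, cut at about 52% in these data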;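 further: 0% = DMSO treated cells and 100% = cells given Gossypol at 36 µM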
TLR9-MyD88 inh: inhibitors of human TLR9-MyD88 binding | Q9NR96+Q99836 | CHO BLA complementation TLR9-MyD88, CCF4 FRET ratio | inhibition, % at 4.98 µM | 340,000 compounds, 0.21% hits | AID 504734;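 active means inhibition above the mean over all tested compounds plus 3 SD, cut at about 21% in these data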;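 further: 0% = DMSO only wells and 100% = clavulanate BLA inhibitor control wells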
ABHD5 PLIN5 PPI: blocks binding of human ABHD5 to perilipin-5. Q00G26+Q8WTS1. AID 602281. Split G. princeps luciferase complementation, luminescence, 4 h. 360,000 compounds, 0.78% hits. inhibition, % at 4 µM;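 active means inhibition above the mean inhibition across every tested compound plus 3 SD, cut at about 22% in these data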;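 further: 0% = DMSO only wells and the 100% control is not disclosed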
SRC1 inh: human NCOA1 inhibition; inhibition, % at 3.6 µM; HEK293 GAL4-SRC1 luciferase reporter, luminescence; 360,000 compounds, 0.12% hits; AID 588354;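 active means inhibition above the campaign mean plus 3 SD, with each screening campaign given its own cutoff, cut at about 60% in these data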;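 further: 0% = DMSO treated cells and 100% = gossypol at 36 µM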
Target sequence (Q15788 whole entry, looked up, the tested form may be a part): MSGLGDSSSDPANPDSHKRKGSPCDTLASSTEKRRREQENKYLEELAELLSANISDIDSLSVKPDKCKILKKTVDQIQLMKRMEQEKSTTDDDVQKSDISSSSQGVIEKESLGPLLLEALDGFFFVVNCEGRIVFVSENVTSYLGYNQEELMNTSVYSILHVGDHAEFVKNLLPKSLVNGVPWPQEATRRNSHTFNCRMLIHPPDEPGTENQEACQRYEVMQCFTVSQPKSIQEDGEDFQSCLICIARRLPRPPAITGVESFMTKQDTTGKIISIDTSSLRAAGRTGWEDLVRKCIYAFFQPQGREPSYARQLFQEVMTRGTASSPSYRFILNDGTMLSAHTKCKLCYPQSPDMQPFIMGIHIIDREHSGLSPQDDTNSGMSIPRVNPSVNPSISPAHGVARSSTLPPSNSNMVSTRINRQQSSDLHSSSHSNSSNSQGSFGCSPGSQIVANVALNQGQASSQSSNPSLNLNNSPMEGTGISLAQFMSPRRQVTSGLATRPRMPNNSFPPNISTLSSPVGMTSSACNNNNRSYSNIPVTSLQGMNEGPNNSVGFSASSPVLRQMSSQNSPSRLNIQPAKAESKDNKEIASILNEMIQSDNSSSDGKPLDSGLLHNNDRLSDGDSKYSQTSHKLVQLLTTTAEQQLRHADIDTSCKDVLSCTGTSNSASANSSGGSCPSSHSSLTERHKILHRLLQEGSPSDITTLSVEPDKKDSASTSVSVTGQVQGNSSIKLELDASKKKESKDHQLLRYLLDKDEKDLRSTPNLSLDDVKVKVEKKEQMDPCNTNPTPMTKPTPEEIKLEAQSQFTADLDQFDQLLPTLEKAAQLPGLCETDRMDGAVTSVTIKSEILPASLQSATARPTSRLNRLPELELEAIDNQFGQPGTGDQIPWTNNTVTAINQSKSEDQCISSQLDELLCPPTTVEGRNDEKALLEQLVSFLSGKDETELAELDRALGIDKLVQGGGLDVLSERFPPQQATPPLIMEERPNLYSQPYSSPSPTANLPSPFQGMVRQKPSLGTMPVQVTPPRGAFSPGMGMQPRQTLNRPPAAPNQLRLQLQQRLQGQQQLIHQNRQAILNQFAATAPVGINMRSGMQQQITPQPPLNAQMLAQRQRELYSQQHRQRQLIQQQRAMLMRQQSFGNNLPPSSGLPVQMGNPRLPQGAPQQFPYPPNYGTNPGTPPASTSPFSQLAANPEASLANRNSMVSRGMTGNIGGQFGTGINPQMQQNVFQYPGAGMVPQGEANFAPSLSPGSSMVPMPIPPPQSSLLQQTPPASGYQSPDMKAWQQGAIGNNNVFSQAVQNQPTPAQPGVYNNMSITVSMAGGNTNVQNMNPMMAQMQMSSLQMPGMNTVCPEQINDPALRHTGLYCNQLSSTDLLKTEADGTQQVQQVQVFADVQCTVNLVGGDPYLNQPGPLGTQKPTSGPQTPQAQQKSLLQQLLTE
* = called active by the depositor; . = not tested or not shown.

EBV LMP1 NFkB | NCOA3 inh | NR5A2 inv ag | MC4R antag cAMP | MC4R ag barr | NOD2-RIPK2 inh | COUP-TFII inh | NCOA2 inhibitor | TLR9-MyD88 inh | ABHD5 PLIN5 PPI | SRC1 inh | SMILES
-3 | -11 | -2 | 7 | -1.6 | -9 | 20 | 8 | -5 | -3 | 1 | CCOC(=O)c1sc(NC(=O)C2CSC3(C)CCC(=O)N23)nc1C (stereo not given)
-5 | 1 | 11 | -3 | -1.4 | -5 | 7 | -2 | -6 | -6 | 9 | Cc1ccc(C(=O)O)cc1Nc1ncnc2sc3c(c12)CCC3
3 | 13 | 8 | 24 | 0.1 | 2 | 22 | 28 | 4 | 7 | 4 | COCCCNC(=O)c1ccc(CNS(=O)(=O)c2ccc(NC(C)=O)cc2)cc1
8 | 5 | -10 | 0 | 0.6 | -5 | 6 | 22 | 5 | -2 | -17 | CN(C)C(=O)CSc1cnc2ccccc2n1
-3 | -18 | -22 | 7 | 1.0 | -5 | -10 | 1 | -3 | 3 | -27 | O=C(/C=C/c1ccc(F)cc1)Nc1ccc(S(=O)(=O)Nc2ncccn2)cc1
-15 | -17 | -48 | -3 | -1.1 | 2 | -2 | -31 | -6 | 7 | -24 | COCCN=C1Sc2nc3ccc(C)cc3cc2CN1Cc1ccco1
-2 | -3 | 13 | 0 | 0.6 | -2 | 7 | -18 | 6 | -2 | -2 | CCOC(=O)CC(C#N)c1cn(C)c2ccccc12 (stereo not given)
-3 | -3 | 9 | 0 | -0.6 | 2 | 3 | -1 | 6 | -4 | 0 | COc1ccccc1NC(=O)c1ccc(NS(=O)(=O)c2c(C)noc2C)cc1
-2 | 15 | 11 | 16 | 1.0 | -8 | -16 | 9 | 1 | -10 | 0 | CC(C)N1CCc2[nH]c(=S)[nH]c(=O)c2C1
-10 | 24 | -8 | 34* | -2.4 | 7 | 2 | -20 | -8 | 2 | -2 | O=C(CN1C(=O)NC2(CCCC2)C1=O)Nc1ccc(S(=O)(=O)N2CCOCC2)cc1
-5 | 4 | -8 | 6 | -1.6 | 11 | -9 | -21 | 5 | -1 | 14 | CN(C(=O)CCN1C(=O)c2ccccc2C1=O)c1ccccc1
3 | -5 | 1 | 18 | 0.0 | -8 | 4 | -13 | 9 | 1 | -28 | CC(O)C(=O)N/N=C/c1ccccc1C(=O)O (stereo not given)
-1 | -7 | -45 | 10 | -1.7 | 1 | -8 | -13 | 6 | 9 | -25 | Cc1ccc(O)c(CNc2nc3ccccc3[nH]2)c1
-4 | 3 | -7 | -4 | -1.3 | -10 | 2 | -11 | 6 | 3 | -6 | COC(=O)CC(N)c1ccc(OC)c2ccccc12 (stereo not given)
2 | 5 | 8 | 0 | -3.4 | 0 | -18 | 3 | -1 | -5 | -19 | Cc1cc(SC(C)C(=O)NCC(=O)Nc2ccc(F)c(F)c2F)nc2ccccc12 (stereo not given)
6 | 8 | -6 | -2 | -4.3 | 3 | 23 | -4 | -2 | -5 | -10 | Cc1ccc(C(=O)Nc2nnc(C3=COCCO3)o2)cc1C
6 | -2 | -5 | 4 | 0.5 | -16 | -21 | -1 | -16 | 0 | 10 | COc1ccccc1CC1CC(=O)N(c2ccccc2)C1=O (stereo not given)
3 | 8 | 6 | -1 | -0.5 | -3 | 2 | -23 | 8 | 0 | -11 | Nc1c(C(=O)Nc2ccc(Cl)cc2)sc2nc(N3CCOCC3)c3c(c12)CCCC3
3 | 9 | -14 | 8 | -0.8 | 9 | 0 | 20 | 3 | 0 | -3 | C=CCNCC(=O)Nc1ccccc1SCC(=O)Nc1ccsc1C(=O)OC
29 | 19 | -8 | 4 | -0.3 | 3 | 18 | 14 | -11 | -3 | -7 | COc1ccc(S(=O)(=O)N2CCN(C(=O)c3cc(C)oc3C)CC2)cc1OC
-6 | 3 | 20 | -11 | 1.8 | -2 | 3 | 16 | -4 | -3 | -1 | COCCn1c(SCC(=O)Nc2cc(C)on2)nc2c([nH]c3ccccc32)c1=O
-35 | -62 | -137 | 9 | -3.3 | 2 | -29 | -70 | -3 | 4 | -126 | CC1=CN2C(=N)/C(=C/c3ccco3)C(=O)N=C2S1
1 | 10 | 7 | 8 | -1.0 | -1 | 4 | 11 | -4 | -4 | 11 | CCOc1ccc(N/C(SC)=C(/C#N)C(N)=O)cc1
-7 | -22 | 12 | -3 | -1.7 | 4 | 6 | -17 | -6 | -4 | 11 | COc1ccc(Br)cc1CN1CCCCCC1
4 | 17 | 2 | 5 | -1.6 | 3 | -3 | 2 | . | -5 | -12 | C=CCOc1ccc(/C=N/NC(=O)CN2CCOCC2)cc1OCC
-2 | 11 | -27 | 0 | 0.4 | -4 | 2 | -13 | -7 | 0 | 6 | COc1ccccc1OCC(=O)N1CCCCCCC1
7 | 16 | -10 | 9 | -2.5 | 1 | 24 | -14 | -7 | -3 | 9 | Cc1c(NC(=O)CS(=O)(=O)c2ccccc2)c(=O)n(-c2ccccc2)n1C
-2 | -8 | -10 | 1 | -0.8 | 2 | 8 | -12 | 0 | 0 | 17 | O=C(CSc1nnnn1Cc1ccccc1)Nc1cccc(F)c1
1 | 0 | -14 | 3 | 1.9 | -5 | 17 | -20 | -1 | -8 | -1 | Cc1ccc(OCCNC(=O)c2cccc(S(=O)(=O)N3CCN(C)CC3)c2)cc1
12 | -18 | -13 | 20 | 0.7 | -5 | 6 | 2 | 14 | -11 | -13 | C[C@@H]1CCCCO[C@@H](CN(C)Cc2ccc3c(c2)OCO3)[C@@H](C)CN([C@H](C)CO)C(=O)c2cc(N(C)C)ccc2O1
3 | -8 | -3 | 9 | -0.1 | -3 | -2 | 14 | 0 | 4 | -6 | CCCCC1(C)NC(=O)N(CC(=O)Nc2ccc(S(=O)(=O)N3CCOCC3)cc2)C1=O (stereo not given)
-41 | -51 | -43 | -2 | 2.6 | -16 | -10 | -30 | -23 | 0 | -32 | CCN(CCn1cccn1)C(=O)CCc1nnc(C2(c3ccc(Cl)cc3)CCC2)o1
1 | -7 | 17 | -2 | 0.4 | -15 | -2 | 18 | 8 | 4 | 2 | O=C(O)CCC(=O)NNC(=O)c1ccc(Br)cc1
2 | -13 | -5 | 18 | 1.4 | 12 | 8 | -14 | 2 | 0 | -8 | CC(C)Cn1c(-c2cc(Br)ccc2F)nc2c1c(=O)[nH]c(=O)n2CC(C)C
-1 | -1 | -21 | 2 | 2.6 | -9 | -2 | -8 | -1 | 2 | -15 | O=C(Nc1cccc([N+](=O)[O-])c1)c1ccccc1
. | 12 | -9 | 2 | 1.4 | -25 | -4 | 6 | . | -6 | -21 | Cc1ccsc1C(=O)N1CCCCCC1(C)C(=O)NCC(C)C (stereo not given)
-12 | -10 | -3 | 7 | -2.4 | -8 | 0 | -3 | -2 | -7 | -22 | Cc1ccn2cc(C(=O)N3CCCC(Nc4ccc(F)cc4)C3)nc2c1 (stereo not given)
-8 | -15 | 15 | 0 | -2.0 | -6 | -8 | -7 | 3 | -1 | 15 | Cc1sc2ncn(CC(=O)N3CCCC(C)C3)c(=O)c2c1S(=O)(=O)N1CCCCC1 (stereo not given)
-16 | -6 | -9 | 13 | -0.9 | -11 | 4 | -12 | 0 | 6 | -6 | CN1C/C(=C/c2cccs2)C(=O)/C(=C\c2cccs2)C1
-4 | 9 | -3 | 16 | -2.9 | -8 | 19 | 1 | -3 | 0 | 1 | CN(C)C(CNc1ncnc2sc3c(c12)CCCC3)c1ccco1 (stereo not given)
-4 | 2 | 1 | 5 | -0.8 | -8 | 9 | 5 | -4 | 3 | 1 | O=C(c1ccc2c(=O)n(-c3ccccc3)c(=O)[nH]c2c1)N1CCN(c2ccc(F)cc2)CC1
. | -36 | -15 | . | . | 4 | 3 | -17 | . | -10 | -5 | COc1ccc(Cc2c(C3CCCCC3)nc3ccc(Br)cn23)c(C)c1
-7 | -130 | 12 | 9 | -1.9 | -4 | -18 | -3 | 4 | -3 | 2 | Cc1ccc(NC(=O)Nc2c(Cl)cccc2Cl)cn1
5 | 16 | 5 | 1 | -2.4 | 2 | -2 | -9 | 8 | -9 | -2 | CC(C)(C)c1ccc(C(=O)NCc2nnc(SCC(=O)NC3CCCC3)o2)cc1
-3 | -47 | -8 | 18 | -0.3 | -4 | -27 | -27 | . | 2 | -37 | Nc1ccccc1-n1cccc1
11 | 14 | 8 | -5 | -1.2 | -4 | -12 | -2 | -18 | -13 | 6 | CCOC(=O)C(=CNc1ccc(N2CCOCC2)cc1)C(=O)OCC
. | . | 1 | . | . | 5 | -13 | 1 | . | -1 | . | COc1ccc(-c2oc3c(c2C#CC2(O)CCCCC2)C(OC)CCC3)cc1 (stereo not given)
4 | -6 | 16 | -4 | -1.4 | -1 | -6 | -17 | 4 | -1 | -21 | Cc1ccc(C)c(NC(=O)CN2C(=O)C3CC=CCC3C2=O)c1 (stereo not given)
-4 | 10 | 12 | 0 | -2.0 | -6 | -2 | -17 | 15 | -9 | -16 | Cc1cccc(N2C(=O)CC(N3CCN(c4ccccn4)CC3)C2=O)c1 (stereo not given)
3 | -10 | 14 | 6 | 0.5 | 0 | 3 | -38 | -2 | 5 | -1 | C=C1CCN(C(Cc2ccccc2)C(=O)OC)S(=O)(=O)c2ccc(F)cc21 (stereo not given)

More structures follow:
EBV LMP1 NFkB | NCOA3 inh | NR5A2 inv ag | MC4R antag cAMP | MC4R ag barr | NOD2-RIPK2 inh | COUP-TFII inh | NCOA2 inhibitor | TLR9-MyD88 inh | ABHD5 PLIN5 PPI | SRC1 inh | SMILES
-2 | 14 | -8 | 3 | -2.0 | -4 | -4 | 4 | -9 | 9 | -2 | Cc1ccc(S(=O)(=O)N2CCCCC2)cc1NC(=O)CSc1nnc(C2CC2)n1N
. | -73 | -91 | . | . | -8 | -26 | -14 | . | 60* | -109 | COc1ccc(C=C(C(=O)c2ccccc2)C(=O)c2ccccc2)cc1
9 | 7 | 4 | 14 | -0.9 | 7 | -2 | 15 | 6 | 8 | -24 | COc1ccc(CNC2CCSc3ccccc32)cc1OC (stereo not given)
-9 | 0 | -2 | -5 | -0.6 | -5 | -3 | 1 | 4 | -3 | 17 | CCn1nnnc1SCC(=O)N1CCOCC1
3 | 10 | 19 | 2 | 2.0 | 4 | 0 | -26 | -7 | 1 | -2 | COc1cccc(Cn2nc(C(=O)O)c3ccccc3c2=O)c1

Arranged by number of heavy atoms (highest first): some entries from above.
EBV LMP1 NFkB | NCOA3 inh | NR5A2 inv ag | MC4R antag cAMP | MC4R ag barr | NOD2-RIPK2 inh | COUP-TFII inh | NCOA2 inhibitor | TLR9-MyD88 inh | ABHD5 PLIN5 PPI | SRC1 inh | SMILES
3 | -10 | 14 | 6 | 0.5 | 0 | 3 | -38 | -2 | 5 | -1 | C=C1CCN(C(Cc2ccccc2)C(=O)OC)S(=O)(=O)c2ccc(F)cc21 (stereo not given)
9 | 7 | 4 | 14 | -0.9 | 7 | -2 | 15 | 6 | 8 | -24 | COc1ccc(CNC2CCSc3ccccc32)cc1OC (stereo not given)
-9 | 0 | -2 | -5 | -0.6 | -5 | -3 | 1 | 4 | -3 | 17 | CCn1nnnc1SCC(=O)N1CCOCC1

Some of the compounds tested. The share of hits here may be higher or lower than overall.
